pAkt inh: blocks phosphorylation of Akt | AID 651550 | 360,000 compounds, 0.32% hits | Neuro2A IGF-stimulated pAkt S473 HTRF, 20 min; hits give low values | activity change, % for hits at 50 µM; in the data active = activity change below about -80%; inconclusive = mostly about -51% to -80%; note: % is set by controls: 0 for no effect and ±100 for the full control effect
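Single-point screen (50 µM final compound) in Neuro2A cells stimulated 20 min with 6 nM IGF at 37 deg C. After lysis, Ser473-phosphorylated Akt read by HTRF (ex 330 nm, em 615/665 nm) as the 665/615 ratio.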
aSyn yeast inh: alpha-synuclein toxicity inhibition in yeast | Yeast expressing alpha-synuclein, growth rescue, BacTiter-Glo, 24 h | AID 652106 | 370,000 compounds, 0.14% hits | Potency, µM (doses to about 46.1 µM), inactives show at the highest dose growth rescue (activation), actives largely listed as activators; note: potency is the fitted concentration of half-maximal effect; % of control where 0% means no effect; nearly all actives have a fitted effect of over 65% in size
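Readout is rescue of growth in alpha-synuclein-expressing yeast, so inhibitors of toxicity appear as activators. Growth after 24 hr at 30 deg C in galactose medium is quantified by luminescence.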
HEK293 tox: cytotoxic in the GLP-1 receptor inverse agonist counter-screen. HEK293 cAMP-luciferase reporter cells, luminescence, 24 h. Potency, µM (top dose mostly 38.3 µM), inactives show at the top dose activity change, negative = inhibition, usual class: inhibitors. AID 624418. 410,000 compounds, 0.13% hits;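 note: loss of luciferase light is scored as toxicity; potency is the fitted concentration of half-maximal effect; % is set by controls: 0 for no effect and ±100 for the full control effect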
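Cells in DMEM/10% Nu serum/1% pen-strep, 1536-well format. Pre-incubated 12 h, dosed with 23 nL compound, incubated a further 24 h. Luciferase detection, 12 min at room temp, luminescence.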
FUS yeast rescue: FUS proteinopathy suppression in yeast; 390,000 compounds, 0.24% hits; Potency, µM (top dose mostly 76.6 µM), for the others: top-dose growth rescue (activation), actives largely listed as activators; S. cerevisiae FUS-expressing, growth rescue, OD600, 24 h; AID 1347120;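 note: potency is the fitted concentration of half-maximal effect; plate controls were DMSO vehicle for no effect and reference control for full effect; nearly all actives have a fitted effect of over 55% in size; some results filed as inactive show a strong effect at the top dose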
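Yeast FUS proteinopathy model; galactose-induced FUS (2%), starting OD 0.005. Cpds in dilution series, 24hr, 30C, 99% humidity. Abs 600 nm growth. Pos ctrl CP55940 (top 92uM final); neg ctrl DMSO.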
GLP1R inv ag: acts as inverse agonist at human GLP-1 receptor | Potency, µM (highest dose often 38.3 µM), for inactives: at the highest dose activity change, negative = inhibition, hits mostly inhibitors | P43220 | 410,000 compounds, 1.6% hits | HEK293 GLP-1R CRE-luciferase, luminescence, 24 h; GLP-1R form is constitutively active; note: potency is the fitted concentration of half-maximal effect; % is set by controls: 0 for no effect and ±100 for the full control effect; nearly all actives have a fitted effect of over 55% in size
Target sequence (P43220 whole entry, looked up): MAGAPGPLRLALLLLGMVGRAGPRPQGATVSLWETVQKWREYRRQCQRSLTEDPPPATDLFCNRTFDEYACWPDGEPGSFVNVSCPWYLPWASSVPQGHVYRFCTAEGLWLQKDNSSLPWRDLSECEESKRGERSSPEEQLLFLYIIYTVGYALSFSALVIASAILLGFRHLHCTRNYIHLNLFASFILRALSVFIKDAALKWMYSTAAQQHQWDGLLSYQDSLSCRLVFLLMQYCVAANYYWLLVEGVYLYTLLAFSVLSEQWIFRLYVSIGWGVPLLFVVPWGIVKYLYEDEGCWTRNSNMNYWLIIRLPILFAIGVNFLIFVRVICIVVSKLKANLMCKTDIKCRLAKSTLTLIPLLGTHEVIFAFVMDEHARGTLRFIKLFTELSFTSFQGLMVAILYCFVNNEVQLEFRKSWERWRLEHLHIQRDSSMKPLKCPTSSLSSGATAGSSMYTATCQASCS
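Assay principle: reduced luminescence from a cAMP-responsive reporter in HEK293 cells co-expressing a constitutively active GLP-1R. Conditions: 24 hr compound incubation, 37 deg C, 5% CO2.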
Mm-Cpn inhibitor: inhibitors of Methanococcus maripaludis chaperonin (MmCpn) | purified Mm-Cpn ATPase, ADP Transcreener TR-FRET | Potency, µM (top dose mostly 76.9 µM), inactives show at the top dose activity, negative = inhibition, hits mostly inhibitors | 330,000 compounds, 0.031% hits | AID 504842; note: potency is the fitted concentration of half-maximal effect; % is set by controls: 0 for no effect and ±100 for the full control effect; nearly all actives have a fitted effect of over 80% in size
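Reaction buffer contained 30 mM Tris pH 7.4, 100 mM KCl, 5 mM MgCl2 and 1 mM DTT. Mm-CPN (25 nM final) hydrolysed 10 uM ATP over 30 min at 37°C; ADP was read by HTRF.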
TDP-43 yeast inh: inhibitors of TDP-43 toxicity in yeast | TDP-43 expressing yeast growth rescue, BacTiter-Glo, 24 h | Potency, µM (top dose mostly 46.1 µM), without a hit: top-dose growth rescue (activation), actives largely listed as activators | 410,000 compounds, 1.8% hits; note: potency is the fitted concentration of half-maximal effect; % of control where 0% means no effect; nearly all actives have a fitted effect of over 50% in size
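Cell-based yeast growth screen: TDP-43 expression induced in galactose, inoculum OD600=0.02 after raffinose pregrowth to mid-log. Read-out BacTiter-Glo luminescence at 24 hr, 30 deg C; inhibition of toxicity seen as signal increase.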
Abeta yeast res: A-beta toxicity reversal in yeast. Potency, µM (highest dose often 46.1 µM), inactives show top-dose growth rescue, actives largely listed as activators. AID 1347071. 410,000 compounds, 0.063% hits. yeast expressing A-beta42, growth rescue, OD600, 48 h; response scale: 0% DMSO, 100% iron-clioquinol control; note: potency is the fitted concentration of half-maximal effect; nearly all actives have a fitted effect of over 55% in size
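Yeast A-beta toxicity model in growth medium with pinned compounds, 48 h at 30 C; growth read as absorbance at 600 nm. Normalized to FeCl3/clioquinol equimolar mix (positive) and DMSO (negative).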
PTHR1 agonist: activates the human parathyroid hormone receptor PTHR1; Q03431; HEK293 GP2 PTHR1 cells, GloSensor cAMP luminescence, 1 h; Potency, µM (titrated, usually from 115 µM), inactives show at the highest dose activation, usual class: activators; 410,000 compounds, 0.075% hits; AID 743266; note: potency is the fitted concentration of half-maximal effect; nearly all actives have a fitted effect of over 55% in size; some results filed as inactive show a strong effect at the top dose; inactives centre near -15; many of its hits are not listed in these tables
Target sequence (Q03431 whole entry, looked up): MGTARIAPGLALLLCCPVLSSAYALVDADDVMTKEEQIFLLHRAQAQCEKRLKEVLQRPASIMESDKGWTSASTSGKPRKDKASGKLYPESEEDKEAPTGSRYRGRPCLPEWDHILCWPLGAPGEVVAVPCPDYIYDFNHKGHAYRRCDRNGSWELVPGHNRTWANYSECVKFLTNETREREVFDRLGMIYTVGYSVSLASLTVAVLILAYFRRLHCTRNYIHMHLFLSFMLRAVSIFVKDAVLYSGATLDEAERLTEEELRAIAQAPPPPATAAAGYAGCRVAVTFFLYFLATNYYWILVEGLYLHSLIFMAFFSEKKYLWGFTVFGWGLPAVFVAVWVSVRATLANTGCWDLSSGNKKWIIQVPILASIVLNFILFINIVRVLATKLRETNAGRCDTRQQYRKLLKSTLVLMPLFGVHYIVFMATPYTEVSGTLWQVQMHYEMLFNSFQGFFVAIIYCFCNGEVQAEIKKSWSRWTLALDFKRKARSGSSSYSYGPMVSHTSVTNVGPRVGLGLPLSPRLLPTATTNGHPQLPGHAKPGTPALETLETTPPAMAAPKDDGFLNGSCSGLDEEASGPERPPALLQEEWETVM
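HEK-293-derived GP2 cells expressing PTHR1 and a GloSensor cAMP reporter, 3,000/well, plated overnight, given luciferin plus IBMX (each 0.5 mM as added) for 1 h at 37 °C, then compound for 1 h at 37 °C. Luminescence was read after 15 min at room temperature.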
Starred values were filed as active, the others as inactive; i = inactive; ? = inconclusive; / = not tested or not shown; [ ] = another dose, or the depositor's remark. Unless noted, calls come from the whole dose curve; as a rule, active = well fitted curve in the direction sought with a large enough effect; inconclusive = small, poorly fitted or top-dose-only effect, or another doubt; inactive = no such curve, though single readings can be large; an effect the other way counts as inactive or inconclusive. An excerpt, so the mix of outcomes need not match the whole.

item	Compound	pAkt inh	aSyn yeast inh	HEK293 tox	FUS yeast rescue	GLP1R inv ag	Mm-Cpn inhibitor	TDP-43 yeast inh	Abeta yeast res	PTHR1 agonist
1	Clc1ccc(C2=NNC(=NCc3ccccc3)SC2)cc1	i	4%	-3%	14%	?	-5%	21%	-19%	-3%
2	O=C(Nc1cccc(OC(F)(F)F)c1)c1cccc2c(-c3cccnc3)coc12	i	-16%	3%	?	?	/	32µM*	-24%	-1%
3	COc1ccc(CCNC(=O)CCc2cn(Cc3ccccc3Cl)c3ccccc23)c(OC)c1	/	/	-10%	23%	?	/	13%	5%	i
4	CCOCCc1c(O)nc(SCCOc2ccc(C)c(C)c2)[nH]c1=O	i	0%	5%	25%	49%[activator]	?	10%	-4%	-17%
5	Cc1ccccc1-n1c(C)cc(/C=C2\NC(=O)NC2=O)c1C	i	1%	-24%	30%	0%	1%	0%	14%	-19%[57.5 µM]
6	COc1ccc(CN2CCN(C(=O)c3cccs3)CC2)cc1Br	i	-11%	-9%	-27%	3%	-28%	-12%	-11%	-18%
7	Cc1noc(C)c1C(=O)Nc1nc(C23CC4CC(CC(C4)C2)C3)cs1	i	1%	0%	19%	0%	3%	-15%	-13%	i
8	Cc1cc(=O)oc2c3c(cc(OCC(=O)NCc4ccccc4)c12)OC(C)(C)CC3	i	-4%	0%	?	1%	-1%	?	-28%	-35%[inhibitor]
9	C[C@@]12C(=O)NCC(=O)N1[C@@H]1c3cc(Br)ccc3OC[C@@H]1[C@@H]2c1ccccc1	i	1%	-1%	13%	-12%	0%	0%	-24%	i
10	O=C(NCc1cccc(C(F)(F)F)c1)c1[nH]c(C(F)(F)F)nc1-c1ccccc1	i	-1%	-18%	22%	?	/	?	6%	-4%
11	CC1CCC(C(C)C)C(OC(=O)COC(=O)c2cccn2C)C1 (stereo not drawn)	i	-20%	-6%	10%	10µM*	0%	-12%	-5%	i
12	CC(Oc1ccccc1Cl)c1nnc(N)s1 (stereo not drawn)	i	-5%	-3%	29%	1%	1%	12%	4%	-10%
13	Cn1c(Cn2nnc3ccccc32)nnc1SCC(=O)Nc1nccs1	i	0%	26%	/	19%	-6%	5%	12%	i
14	C=CCOC(=O)C1=C(C)NC(=O)NC1c1ccc(O)cc1 (stereo not drawn)	i	-3%	-8%	12%	10%	0%	-11%	-23%	-10%
15	COc1ccc(S(=O)(=O)N(C)c2ccc(C(=O)N3CCCC3)cc2)cc1OC	i	-7%	9%	8%	71%[activator]	2%	0%	-9%	i
16	CCOC(=O)CN1C(C(=O)c2ccccc2)=C(OC(=O)C(C)(C)C)c2ccccc2S1(=O)=O	/	/	-2%	35%	?	/	18%	-12%	i
17	O=C(Nc1ccc(Cl)cc1)c1ccc2c(c1)N(Cc1ccccc1)CCS2	/	/	1%	7%	-17%	/	24%	5%	-16%
18	CC(C)CCOc1ccc(C(=O)NCCC(=O)N2CCOCC2)cc1	i	-2%	-7%	20%	28%	-2%	-21%	5%	-13%
19	CCn1c(N)nc2ccccc21	i	-8%	-3%	-2%	4%	-2%	0%	13%	14%[57.5 µM]
20	CCn1cc2nc(SCC(=O)Nc3ccc(OC)c(OC)c3)n(Cc3ccc(OC)cc3)c(=O)c2n1	i	5%	-6%	15%	28%	-1%	-1%	13%	i
21	COc1ccc(CCNc2ncnc3c2c(C)c(C)n3CCCN(C)C)cc1OC	i	-1%	-1%	19%	-9%	0%	-17%	-6%	i
22	O=C(NNC1CC(=O)N(c2ccc3c(c2)OCCO3)C1=O)c1ccccc1 (stereo not drawn)	i	-7%	6%	27%	0%	4%	-15%	-8%	i
23	COc1ccc(/C=C/C(=O)NC(=S)NNC(=O)c2cc(OC)c(OC)c(OC)c2)cc1	i	5%	2%	14%	-6%	-2%	?	?	-21%
24	CS(=O)(=O)c1ccc(C(=O)OCc2nnc(-c3ccc(Cl)cc3)o2)cc1[N+](=O)[O-]	i	-24%	-6%[0.307 µM]	?	-9%[0.307 µM]	1%	18µM*	-30%[inhibitor]	-22%
25	CCOC(=O)N1CCN(C(=O)CN(c2cccc(C(F)(F)F)c2)S(=O)(=O)c2ccccc2)CC1	i	2%	12%	17%	5%	0%	-9%	-11%	i
26	CCOC(=O)C1(CCc2ccccc2)CCN(Cc2nccn2CC)CC1	i	1%	8.9µM*	3%	?	0%	-22%	4%	-1%
27	Cc1ccc(C(=O)Nc2ccccc2C(=O)NCc2ccco2)cc1	i	-16%	-3%	/	-24%	0%	6%	0%	i
28	COc1ccc(C(O)(C(C)C)C(CN2CCOCC2)c2ccccc2)cc1 (stereo not drawn)	i	6%	19%	9%	?	-2%	5%	-2%	i
29	O=C(Cn1nnc2ccccc21)OCC(=O)c1ccc(Cl)c(Cl)c1	i	-16%	-4%	-16%	7%	0%	6%	15%	i
30	CCOC(=O)C(Cc1c[nH]c2ccccc12)NC(=O)c1ccco1 (stereo not drawn)	i	2%	-8%	-27%	6%	1%	12%	21%[9.22 µM]	-83%[inhibitor]

Single records, as listed above. Values in the order: pAkt inh, aSyn yeast inh, HEK293 tox, FUS yeast rescue, GLP1R inv ag, Mm-Cpn inhibitor, TDP-43 yeast inh, Abeta yeast res, PTHR1 agonist
`CC(Oc1ccccc1Cl)c1nnc(N)s1` (stereo not drawn) reads i, -5%, -3%, 29%, 1%, 1%, 12%, 4%, -10%
`C[C@@]12C(=O)NCC(=O)N1[C@@H]1c3cc(Br)ccc3OC[C@@H]1[C@@H]2c1ccccc1` reads i, 1%, -1%, 13%, -12%, 0%, 0%, -24%, i
`Cn1c(Cn2nnc3ccccc32)nnc1SCC(=O)Nc1nccs1` reads i, 0%, 26%, /, 19%, -6%, 5%, 12%, i
`CCOCCc1c(O)nc(SCCOc2ccc(C)c(C)c2)[nH]c1=O` reads i, 0%, 5%, 25%, 49%[activator], ?, 10%, -4%, -17%
`O=C(Nc1cccc(OC(F)(F)F)c1)c1cccc2c(-c3cccnc3)coc12` reads i, -16%, 3%, ?, ?, /, 32µM*, -24%, -1%

The list continues.
item	Compound	pAkt inh	aSyn yeast inh	HEK293 tox	FUS yeast rescue	GLP1R inv ag	Mm-Cpn inhibitor	TDP-43 yeast inh	Abeta yeast res	PTHR1 agonist
31	Nc1nnc(SCC(=O)NCCNC(=O)CSc2nnc(N)s2)s1	i	3%	3%	-9%	8%	0%	13%	6%	i
32	CCOc1ccccc1-c1noc(CSc2nnc(-c3ccccc3)n2-c2cccc(C)c2)n1	/	/	3%	-12%	9%	/	21%	-1%	-7%
33	COC(=O)C1=C(C)NC(C)=C(C(=O)OC)C1C(=O)OCc1nnc(-c2ccccc2)o1	i	-2%	10%	-7%	3%	3%	-2%	-5%	-3%
34	O=C(c1ccco1)N1CCN(C(=O)C(c2ccccc2)c2ccccc2)CC1	i	13%	-14%	-18%	-10%	1%	24%	5%	i
35	COc1ccccc1CN1CC(C(=O)NCc2cc(C)on2)CCC1=O (stereo not drawn)	i	3%	-1%	-2%	14%	-3%	11%	5%	i
36	O=C(COC(=O)CN1C(=O)C2CCCCC2C1=O)Nc1cc(S(=O)(=O)N2CCOCC2)ccc1Cl (stereo not drawn)	i	-8%	1%	/	-1%	1%	-11%	-15%	-16%
37	Cc1ccnc(NC2OC(=O)c3ccccc32)c1 (stereo not drawn)	i	-5%	-13%	-28%	4%	-2%	-7%	4%	i
38	CCOC(=O)Cn1c(=O)oc2cc(S(=O)(=O)NCCCc3ccccc3)ccc21	i	7%	-13%	7%	-10%	-2%	0%	-4%	i
39	CC1(C)Cc2c(cnn2-c2ccc(F)cc2)C(NC(=O)c2cnccn2)C1 (stereo not drawn)	i	1%	15%	13%	21%	/	?	2%	0%
40	O=C(C1=C[C@H](c2ccc3c(c2)OCO3)C[C@H](OCc2ccc(CO)cc2)O1)N1CCOCC1	i	3%	3%	-6%	8%	/	16%	5%	i
41	CCC(=O)N1CCC(c2ccc(OC)cc2)=N1	i	7%	3%	-1%	25%	2%	0%	8%	i
42	Cc1cc(C(=O)N/N=C/c2cccc([N+](=O)[O-])c2O)n[nH]1	i	9%	6%	-19%	19%	1%	11%	-64%[inhibitor]	-4%
43	CCCOc1ccc(C2C(C(=O)OC)=C(C)N=C3SCCC(=O)N32)cc1OCC (stereo not drawn)	i	0%	9%	29%	6%	0%	4%	4%	i
44	CC1CCN(C(=S)NC(=O)c2ccc(C(C)(C)C)cc2)CC1	i	-17%	?	29%	8.9µM*	-5%	14%	?	-6%

Assay outcomes: PubChem, National Center for Advancing Translational Sciences (NCATS)
